PKA-R2B activ: activates the human PKA-R2B holoenzyme complex. PKA-R2B holoenzyme dissociation, Cy5-IP20 fluorescence polarization; R2B truncated from residue 108, S112A mutant; 0% DMSO only, 100% 113 µM cGMP. AID 504700. 340,000 tested, 0.079% active. activation, % at 11.4 µM. P22694+P31323;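 active = activation above a cutoff set at the mean over all compounds plus 3 SD, cut at about 18% in these data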;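 note: higher means more holoenzyme dissociation and a rise in polarization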
C-LANA FP: inhibitors of KSHV LANA C-terminal domain DNA binding. MBP-C-LANA/FAM-LBS DNA binding, fluorescence polarization. inhibition, % at 9 µM. 340,000 tested, 0.078% active. AID 504423;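 active = highest replicate inhibition at or above 60% at 9 µM, even if other replicates fall short; inactive = all replicates below 60% inhibition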;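 note: 0% = neutral control wells and 100% = 4 µM acridine orange control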
DAGLB inhibitor: blocks human DAGLB lipase activity; Q8NCG7; HEK293T DAGLB membrane lysate, EnzChek fluorogenic substrate; inhibition, % at 5.17 µM; 340,000 tested, 0.059% active; AID 504411; in the data active = inhibition above about 34%;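 note: 0% = enzyme with vehicle and 100% = wells lacking enzyme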
CAL PDZ FP-1: blocks peptide binding to the human CAL PDZ domain | purified CAL PDZ, TMR-peptide fluorescence polarization, 1 h | 300,000 tested, 0.92% active | Q9HD26 | inhibition, % at 24.9 µM | AID 602252;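 active = mean inhibition of at least 30% with at least half of replicates also reaching 30%; inconclusive = no clear call, values can overlap the other calls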;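 note: 0% = DMSO neutral control and 100% = excess unlabeled competitor peptide PRC23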
Rtt109 Vps75: C. albicans Rtt109 histone acetyltransferase inhibition. Q5AAJ8. purified Rtt109/Vps75, ThioGlo CoA-SH fluorescence, 4 h. inhibition, % at 34.9 µM. 330,000 tested, 0.16% active. AID 540336;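 active = inhibition of at least 50% in every replicate; inconclusive = best replicate reaches 50% inhibition but some replicates fall short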
Target sequence (Q5AAJ8 whole entry, looked up): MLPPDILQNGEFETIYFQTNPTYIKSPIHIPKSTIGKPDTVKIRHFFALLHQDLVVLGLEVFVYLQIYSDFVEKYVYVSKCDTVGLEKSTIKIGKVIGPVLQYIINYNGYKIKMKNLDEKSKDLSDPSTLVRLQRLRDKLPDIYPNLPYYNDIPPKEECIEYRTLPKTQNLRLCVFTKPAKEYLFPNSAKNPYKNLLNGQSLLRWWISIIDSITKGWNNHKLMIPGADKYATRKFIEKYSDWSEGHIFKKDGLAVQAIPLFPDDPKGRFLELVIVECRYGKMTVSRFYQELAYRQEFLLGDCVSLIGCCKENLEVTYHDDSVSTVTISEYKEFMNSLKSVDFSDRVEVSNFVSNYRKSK
CAL PDZ FP-2: blocks peptide binding to human CAL PDZ domain; 330,000 tested, 0.02% active; purified CAL PDZ, TMR-peptide fluorescence polarization, 1 h; AID 504414; inhibition, % at 20 µM; Q9HD26;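 active = highest replicate inhibition of at least 40%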;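 note: plate controls were DMSO neutral control wells for no effect and unlabeled competitor peptide control wells for full effect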
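Assay system – tagged CAL PDZ protein CerCALP, purified · Timing – 1 h at RT · Compound – single point, 20 µM · Measured by – fluorescence polarization from S- and P-plane intensities, G-factor corrected · Evaluation – inhibition from polarization loss · Probe or stimulus – TMR reporter peptide T*-PRC34 · Buffer or medium – pH 7.4 phosphate-saline buffer, reducing agent, detergent, IgG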
Keap1-Nrf2 PPI: disrupts human Keap1 binding to Nrf2 peptide; Keap1 Kelch-Nrf2 peptide fluorescence polarization, 1536-well; AID 504523; inhibition, % at 9.4 µM; Q14145; 340,000 tested, 0.15% active; in the data active = inhibition above about 12%; inconclusive = no clear call, values can overlap the other calls; inactive = below about 7.3%;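 note: human Keap1 Kelch domain with fluorescein labeled Nrf2 9mer peptide probe; 0% = neutral control wells and 100% = peptide positive control; higher means more block of Keap1 binding to Nrf2 peptide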
Target sequence (Q14145 whole entry, looked up, the tested form may be a part): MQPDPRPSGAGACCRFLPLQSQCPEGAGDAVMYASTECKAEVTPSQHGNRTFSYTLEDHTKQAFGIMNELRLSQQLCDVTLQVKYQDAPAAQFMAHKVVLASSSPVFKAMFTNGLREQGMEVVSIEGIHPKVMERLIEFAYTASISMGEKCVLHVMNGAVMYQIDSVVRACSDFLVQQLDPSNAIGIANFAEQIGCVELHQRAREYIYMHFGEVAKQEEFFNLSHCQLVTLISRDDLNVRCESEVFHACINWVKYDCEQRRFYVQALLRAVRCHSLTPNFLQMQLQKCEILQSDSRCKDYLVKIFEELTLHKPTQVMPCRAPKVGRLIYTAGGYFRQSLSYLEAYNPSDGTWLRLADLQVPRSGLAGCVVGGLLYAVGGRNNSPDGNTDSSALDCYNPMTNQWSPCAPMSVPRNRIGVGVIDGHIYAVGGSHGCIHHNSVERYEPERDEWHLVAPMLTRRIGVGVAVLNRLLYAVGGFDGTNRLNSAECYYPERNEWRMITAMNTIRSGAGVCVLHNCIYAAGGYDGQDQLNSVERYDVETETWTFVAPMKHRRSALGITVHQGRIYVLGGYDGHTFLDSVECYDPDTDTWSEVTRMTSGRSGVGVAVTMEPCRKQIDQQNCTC
SR-BI uptake up: enhances SR-BI lipid uptake from DiI-HDL; CHO ldlA[mSR-BI] cells, DiI-HDL uptake fluorescence, 3 h; 100 = double the neutral-control signal; activation, % at 12.5 µM; 320,000 tested, 0.096% active; AID 504775;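 active = mean replicate activation of at least 60% and every replicate at or above 60%; inconclusive = mean or all-replicate condition met, but not both; inactive = mean below 60% and not all replicates reaching 60%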;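 note: 0% = median plate neutral-control signal and 100% = twice that signal; values of inactives mirror those of a sister screen read the other way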
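Material – SR-BI-overexpressing, LDLR-lacking CHO cells · Medium – BSA-supplemented, HEPES-buffered Ham's F12, pH 7.4 · Doses – single concentration · Times – compound with DiI-HDL co-incubation, 3 h at 37 °C · Measured by – bottom-read fluorescence, 550/595 nm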
cardiac RTF act: increases calcium sensitivity of human cardiac regulated thin filaments; P19429+P45379; IANBD-labeled TnC RTF fluorescence at EC20 calcium; 0% EC20 calcium, 100% full calcium; activation, % at 7.2 µM; 340,000 tested, 0.24% active; AID 493008;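 active = activation above the mean over all tested compounds plus 3 SD, cut at about 30% in these data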;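 note: rise in fluorescence read as greater calcium sensitivity of cardiac thin filaments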
Cardiac RTF inh: cardiac RTF calcium desensitization | IANBD-labeled cardiac RTF, Ca2+ fluorescence | inhibition, % at 7.15 µM | 340,000 tested, 0.12% active | AID 493244;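 active = inhibition above the mean inhibition of all tested compounds plus 3 SD, cut at about 17% in these data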;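 note: assay run at fixed EC70 calcium of 1.6 mM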
Starred values were filed as active, the others as inactive; u = inconclusive; x = not tested or not shown.

SMILES	PKA-R2B activ	C-LANA FP	DAGLB inhibitor	CAL PDZ FP-1	Rtt109 Vps75	CAL PDZ FP-2	Keap1-Nrf2 PPI	SR-BI uptake up	cardiac RTF act	Cardiac RTF inh
Cc1c(CC(=O)N2CCN(C(=O)C3COc4ccccc4O3)CC2)c(=O)oc2c(C)c(O)ccc12 (stereo not given)	-4	1.7	0	0	-32	-3.2	-3	-4	4	-11
O=C(COC(=O)c1ccccc1Br)Nc1nnc(-c2ccccc2)o1	-5	-1.2	3	-3	7	-4.6	4	23	-7	-1
N#CC(C(=O)NCc1ccccc1)c1nc2ccccc2nc1N1CCCC1 (stereo not given)	-3	6.3	1	-6	-63	-0.2	-18	-14	26	-7
COC(=O)[C@@]12CCCN1[C@H](c1ccc(SC3CCCCC3)cc1)[C@H]1C(=O)N(C)C(=O)[C@H]12	-10	-3.0	-2	2	-7	0.8	-6	-53	-4	-1
CC1(CCc2ccccc2)NC(=O)N(CC(=O)Nc2c(F)cccc2F)C1=O (stereo not given)	4	0.4	1	2	-4	0.8	-2	25	1	3
COc1cc(OC)c(NC(=O)CNC(=O)Cn2ccc3ccccc3c2=O)cc1Cl	13	-0.5	1	-3	-2	-3.6	-2	2	1	0
c1coc(Cn2c(SCc3nc4ccccc4[nH]3)nnc2-c2cnccn2)c1	4	-1.2	-1	-1	4	-0.2	-1	12	-2	5
CCN(CC)S(=O)(=O)c1ccc(OCC(=O)NCc2ccccc2)cc1	-4	-0.3	-2	4	-1	0.5	0	-30	2	-7
Cc1ccc(NC(=O)CC2SC3=NCCCN3C2=O)c(C)c1 (stereo not given)	-5	3.8	-1	0	-9	-0.5	-2	5	22	-27
COc1cc(-c2noc(C)c2C(=O)NCc2ccc(C)o2)cc(OC)c1OC	-2	1.8	-3	0	6	-1.3	5	-28	-9	-5
Cc1ccc([N+](=O)[O-])cc1NC(=O)Cc1cccs1	1	-1.3	3	-2	-3	-1.1	-1	23	-5	0
CCOC(=O)C1=C(COC(=O)COc2cccc(C)c2C)NC(=O)NC1C (stereo not given)	-6	2.7	-1	-7	-8	0.5	-2	20	0	-2
O=C(c1cccc(F)c1)N1CCN(S(=O)(=O)c2ccccc2)CC1	-4	-0.8	1	-36	-6	-3.6	-3	-3	-1	-6
CC[C@H](C)[C@H](NC(=O)c1ccccc1)C(=O)Nc1ccc(S(=O)(=O)Nc2cc(C)nc(C)n2)cc1	5	-13	1	8	0	-0.8	-5	16	-1	1
CC(C)COc1cccc(C(=O)Nc2ccc(N3CCOCC3)cc2N2CCOCC2)c1	6	-0.9	-1	1	6	-1.6	4	-59	-26	-15
Cc1cc(C(=O)NNC(=O)c2cccc(N(C)C)c2)c(C)o1	-6	1.2	-2	-4	3	0.5	-6	12	-5	-2
O=C(Nc1ccc(F)cc1)N1CCN(C(=O)C2CCCO2)CC1 (stereo not given)	-1	0.5	-2	-2	-8	-1.5	4	39	2	-10
Cc1c(CC(=O)O)c(=O)oc2c(C)c3occ(-c4ccccc4)c3cc12	-9	-2.0	4	-9	21	-7.8	-7	34	1	3
N#Cc1ncc(C(F)(F)F)cc1Sc1ccc(N)cc1	-9	1.1	3	-3	0	1.4	0	-5	0	-3
COCC(=O)N1CCCC(C(=O)c2ccc3c4c(cccc24)CC3)C1 (stereo not given)	-11	-0.7	1	13	4	1.0	-6	x	-4	-13
Cc1nn(C)c(C)c1S(=O)(=O)N1CCCC(C(=O)NCC2COc3ccccc3O2)C1 (stereo not given)	-7	-0.2	-3	x	-1	-1.6	6	-10	6	2
CCOC(=O)Cn1c(C)nc2c(C(=O)OCC)sc(C)c2c1=O	1	0.6	-5	4	5	-0.5	-6	-2	-5	-2
CC(=O)c1cccc(NC(=O)CCS(=O)(=O)c2ccc(Br)s2)c1	-12	-1.0	-2	15	8	-1.0	-1	4	4	2
CC12CCC(=O)N1C(C(=O)Nc1nc3ccc(Cl)cc3s1)CS2 (stereo not given)	4	-0.1	3	-2	7	-4.6	-6	-15	1	-6
O=C(NCCCc1ccncc1)C1CCC(=O)N(CCc2cccc(F)c2)C1 (stereo not given)	-6	-0.5	-5	-3	-13	-2.6	-3	4	3	-3
CCCCOc1ccc(-c2nnn(CC(=O)Nc3ncc(CC(=O)OCC)s3)n2)cc1	-3	-1.4	-8	-5	1	-0.1	-1	8	1	-11
COc1ccc(-c2cn(CCCOCc3ccccc3)nn2)cc1	-3	1.8	-5	-2	-2	-0.5	-3	10	3	2
CC(=O)O[C@H]1[C@H](C)OC=C[C@@H]1OC(C)=O	-10	-0.5	3	-1	-1	-2.7	-4	4	6	-2
COCCCN(C(=O)C1CCCCC1)c1c(N)n(Cc2ccccc2)c(=O)[nH]c1=O	1	0.5	-3	3	-1	-1.0	0	17	0	1
CC(Oc1ccccc1Cl)C(=O)N1CCCN(C)CC1 (stereo not given)	-1	-1.2	-1	0	10	-3.2	-3	5	3	3
CC(=O)c1cccc(NC(=O)C2CCCN2S(=O)(=O)c2cccc3cccnc23)c1 (stereo not given)	3	-0.6	0	-2	3	-1.1	6	-1	-4	-4
CCCOP(=O)(c1ccc(N(C)C)cc1)C(O)c1cccnc1 (stereo not given)	1	-1.0	-2	x	-15	-2.6	-6	10	3	-10
CC(C)Oc1cccc(C(=O)NC(=S)Nc2cccc(NC(=O)c3ccccc3Cl)c2)c1	3	-0.2	-8	-3	2	0.2	5	-57	0	-10
CCCOc1ccc(CNC(=O)C2CCN(c3nn4c(=O)cc(C)nc4s3)CC2)cc1	-5	-0.8	-1	4	13	-0.7	-4	-22	-9	-1
COc1ccc(CNC(=S)Nc2cc(C)ccc2C)cc1	-7	0.8	-1	-2	-4	-1.9	1	x	4	5
COc1ccc([C@H]2CC(=O)C=C(c3ccc(SC)cc3)C2)cc1	-3	2.8	0	0	11	-0.2	-4	-25	2	-11
CC1C/C(=N/Nc2ccc([N+](=O)[O-])cc2[N+](=O)[O-])CC(C)(C)C1 (stereo not given)	-7	-2.1	-3	1	-7	-0.5	-2	-29	1	-13
CCSc1nnc(SCC(=O)NNC(=O)c2ccccc2F)s1	1	0.0	-1	-1	-2	-1.9	-4	14	-2	-5
Cc1ccccc1N1CCN(C2CCCN(C(=O)c3noc4c3CCCC4)C2)CC1 (stereo not given)	-6	0.4	1	4	6	-1.7	-4	-83	-2	1
Cc1nnsc1C(=O)NNC(=O)Nc1ccccc1	-1	-1.2	0	x	-7	-1.4	-6	10	-1	-19
COc1ccccc1CN=C1Nc2ccccc2CS1	-10	-0.1	-3	-6	7	x	2	16	3	-14
Cc1nn(C)c(C(=O)N/N=C/c2ccccc2)c1[N+](=O)[O-]	-8	-0.2	-1	-4	-1	-0.3	1	4	-2	-5
CC(CC(=O)Nc1cccc(S(=O)(=O)N2CCCCC2)c1)c1ccccc1 (stereo not given)	7	-1.6	-4	-4	-9	-0.9	0	-33	-2	-5
O=C1CCCC(O)=C1C=Nc1ccc(O)cc1	-4	1.1	0	-3	u	-0.1	-1	16	9	0
COc1cccc(NC(=S)Nc2cc(C(=O)O)ccc2N2CC3CC(C2)c2cccc(=O)n2C3)c1 (stereo not given)	13	0.2	-2	3	-3	-0.5	2	-20	-3	-5
CCOC(=O)/C=c1\sc2n(c1=O)CCN=2	-1	0.8	-1	1	-7	0.4	-2	9	2	2
CCC(C)OC(=O)C1C(c2ccccc2)C(C(=O)O)C1c1ccccc1 (stereo not given)	2	-1.8	2	-2	x	-2.1	-1	-22	0	7
CN(Cc1ccc(F)cc1)C(=O)CNC(=O)c1cccs1	4	1.5	-3	-5	-3	-0.4	-3	32	6	-3
COc1ccc2sc(-c3ccc(N(C)C)cc3)c(C#CCCO)c2c1	7	0.1	-1	0	-50	0.4	-1	-96	0	4
Cc1c(C(=O)O)oc2ccc(S(=O)(=O)N3CCCCC3C(=O)O)cc12 (stereo not given)	-8	0.1	-2	-4	1	0.4	3	-10	3	-2
COc1ccc(C(=O)N2CCN(c3cccc(C)c3C)CC2)cc1S(=O)(=O)NC1CC1	8	0.6	2	-4	31	-2.9	-4	-33	-14	-3
Cc1ccc(C(=O)NCC(=O)N2CCN(c3ncccn3)CC2)s1	-4	-1.8	-1	-4	-7	-0.3	4	15	0	-6
O=C(NC(=S)NN1CCCCC1c1cccnc1)c1ccc(Cl)cc1Cl (stereo not given)	-1	-1.6	2	-4	x	0.2	-4	11	4	0
CCn1c2ccccc2c2cc(NC(=O)C(C)OC(=O)c3ccc(NC(=O)CC#N)cc3)ccc21 (stereo not given)	-5	-0.2	2	4	-5	0.2	-2	-29	-2	3
CC(C)COn1c(=S)[nH]c2ccccc2c1=O	-18	0.8	-2	-1	7	-0.7	0	4	-2	-3
CN(CC(=O)NCCCN1CCOCC1)S(=O)(=O)c1ccc(F)cc1	6	0.3	1	-7	-7	-2.4	3	3	1	-3
COc1cc(OC)cc(-c2cc3nc4c(c(N5CCN(c6ncccn6)CC5)n3n2)CCCC4)c1	12	-1.5	-2	2	3	-2.6	-2	-45	7	-9
CCN1C(=O)CSC1=Nc1ccccc1Cl	0	-0.3	-4	x	3	-0.2	1	3	-3	-2
O=C(O)[C@]1(S(=O)(=O)c2ccccc2)C[C@@H]2ON=C(c3cccc(Br)c3)[C@@H]2C1	-10	2.2	1	-2	-12	-0.4	-6	13	13	0
O=C(Nc1ccccc1OC(F)F)c1oc2ccccc2c1COc1ccccc1	-5	2.3	-4	-2	9	-1.2	0	-14	6	-3

Full records, looked up by structure. Values in the order: PKA-R2B activ	C-LANA FP	DAGLB inhibitor	CAL PDZ FP-1	Rtt109 Vps75	CAL PDZ FP-2	Keap1-Nrf2 PPI	SR-BI uptake up	cardiac RTF act	Cardiac RTF inh
Cc1c(C(=O)O)oc2ccc(S(=O)(=O)N3CCCCC3C(=O)O)cc12 (stereo not given) is listed as -8	0.1	-2	-4	1	0.4	3	-10	3	-2
CCn1c2ccccc2c2cc(NC(=O)C(C)OC(=O)c3ccc(NC(=O)CC#N)cc3)ccc21 (stereo not given) is listed as -5	-0.2	2	4	-5	0.2	-2	-29	-2	3
Cc1ccc(C(=O)NCC(=O)N2CCN(c3ncccn3)CC2)s1 is listed as -4	-1.8	-1	-4	-7	-0.3	4	15	0	-6
O=C(Nc1ccccc1OC(F)F)c1oc2ccccc2c1COc1ccccc1 is listed as -5	2.3	-4	-2	9	-1.2	0	-14	6	-3

Source: PubChem (several laboratories)
